Assay outcomes (PubChem)
PREPL inh = human PREPL enzyme inhibition | Q4J6C6 | recombinant PREPL, fluorescence polarization activity-based probe | inhibition, % at 5.96 µM | 320,000 compounds, 0.68% hits | AID 2751; in the data active means inhibition above about 43%;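 further: 0% = enzyme with DMSO and 100% = wells lacking enzyme; many of its hits are not listed in these tables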
GSTO1 inh = counter-screen for RBBP9 inhibitors: inhibitors of human GSTO1; AID 1974; inhibition, % at 5.96 µM; 300,000 compounds, 1.1% hits; recombinant GSTO1, activity-based probe fluorescence polarization; P78417;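 active means inhibition above the campaign mean inhibition plus 3 SD, cut at about 35% in these data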;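 further: 0% = GSTO1-1 with DMSO and 100% = wells lacking GSTO1-1 enzyme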
Target sequence (P78417 whole entry, looked up): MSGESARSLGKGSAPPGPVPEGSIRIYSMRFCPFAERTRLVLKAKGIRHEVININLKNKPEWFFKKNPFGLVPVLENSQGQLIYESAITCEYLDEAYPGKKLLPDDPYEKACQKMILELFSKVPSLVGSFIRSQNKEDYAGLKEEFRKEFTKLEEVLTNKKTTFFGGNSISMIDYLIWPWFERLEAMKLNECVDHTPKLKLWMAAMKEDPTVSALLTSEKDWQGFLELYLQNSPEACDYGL
PAFAH2 FP inh = inhibitors of human PAFAH2 | recombinant PAFAH2, FP-rhodamine activity probe, fluorescence polarization | inhibition, % at 3.39 µM | 340,000 compounds, 0.99% hits | AID 492956;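 active means inhibition above the mean over all tested compounds plus 3 SD, cut at about 30% in these data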;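 further: inhibitors block probe labeling of enzyme so polarization drops; 0% = enzyme with DMSO and 100% = wells lacking PAFAH2 protein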
PAFAH1B3 inh = blocks human PAF acetylhydrolase 1B catalytic subunit 3; Q15102; recombinant PAFAH1B3, FP-rhodamine probe, fluorescence polarization; inhibition, % at 3.39 µM; 340,000 compounds, 0.28% hits; AID 492972;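 active means inhibition above the screen-wide average of all tested compounds plus 3 SD, cut at about 25% in these data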;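 further: 0% = enzyme with DMSO only and 100% = wells lacking PAFAH1B3 protein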
ZTA DNA inh = blocks Epstein-Barr virus ZTA, an EBNA-1 counter-screen | ZTA-DNA binding, fluorescence polarization | inhibition, % at 11 µM | 320,000 compounds, 0.15% hits | AID 2234; in the data active means inhibition above about 33%
PAD4 FP inh = blocks human protein arginine deiminase 4 | recombinant PAD4, RCA probe fluorescence polarization | inhibition, % at 6.36 µM | 330,000 compounds, 0.41% hits | AID 485272;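 active means percent inhibition above a cutoff equal to the mean of all tested compounds plus 3 SD, cut at about 15% in these data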;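 further: 0% = PAD4 with RCA probe and DMSO and 100% = probe without PAD4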
Target sequence (Q9UM07 whole entry, looked up): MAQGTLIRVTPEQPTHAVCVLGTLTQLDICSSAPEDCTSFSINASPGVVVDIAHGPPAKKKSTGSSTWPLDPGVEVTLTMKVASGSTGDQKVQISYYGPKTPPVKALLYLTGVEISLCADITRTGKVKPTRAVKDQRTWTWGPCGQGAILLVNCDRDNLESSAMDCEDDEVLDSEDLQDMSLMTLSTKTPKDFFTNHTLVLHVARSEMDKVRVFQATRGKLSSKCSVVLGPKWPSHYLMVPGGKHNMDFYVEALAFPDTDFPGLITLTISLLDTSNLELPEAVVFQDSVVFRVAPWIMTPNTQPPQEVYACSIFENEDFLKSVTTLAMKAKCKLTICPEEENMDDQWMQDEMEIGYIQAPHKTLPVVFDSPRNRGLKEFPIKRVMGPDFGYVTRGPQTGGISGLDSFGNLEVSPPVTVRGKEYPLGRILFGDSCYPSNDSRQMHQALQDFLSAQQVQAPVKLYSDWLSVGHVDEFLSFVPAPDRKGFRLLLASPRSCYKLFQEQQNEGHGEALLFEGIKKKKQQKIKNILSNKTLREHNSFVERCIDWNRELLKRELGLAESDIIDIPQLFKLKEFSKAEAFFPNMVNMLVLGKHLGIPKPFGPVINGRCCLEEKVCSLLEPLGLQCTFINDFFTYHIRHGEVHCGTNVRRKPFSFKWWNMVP
EBNA-1 inh = blocks EBNA-1 binding to DNA; 300,000 compounds, 0.34% hits; EBNA-1 DNA binding, fluorescence polarization; inhibition, % at 14.8 µM; AID 1950; in the data active means inhibition above about 28%
LYPLA1 inh = counter-screen for PME1 inhibitors: inhibitors of human LYPLA1; O75608; recombinant LYPLA1, FP-Rh probe fluorescence polarization; inhibition, % at 5.9 µM; 320,000 compounds, 0.16% hits;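 active means inhibition above the mean of all tested compounds plus 3 SD, set per campaign, cut at about 14% in these data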;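 further: inhibitors block serine hydrolase probe labeling of LYPLA1 so polarization falls; 0% = enzyme with DMSO and 100% = wells lacking LYPLA1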
LYPLA2 inh = counter-screen for PME1 inhibitors: inhibitors of human LYPLA2; O95372; recombinant LYPLA2, FP-Rh probe fluorescence polarization; inhibition, % at 5.9 µM; 320,000 compounds, 0.38% hits; AID 2177;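 active means inhibition above the screen-wide mean plus 3 SD, limit set per campaign, cut at about 26% in these data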;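 further: 0% = LYPLA2 with DMSO and 100% = wells lacking LYPLA2 enzyme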
* hit, by the source's call; x = no result given. These rows are one share of the data, so the mix of outcomes need not match the whole.

The line under a structure holds: PREPL inh, GSTO1 inh, PAFAH2 FP inh, PAFAH1B3 inh, ZTA DNA inh, PAD4 FP inh, EBNA-1 inh, LYPLA1 inh, LYPLA2 inh
CCOC(=O)c1cc2cc(CC(=O)c3ccc(OCC)cc3O)ccc2o1
  -11, -5, 0, 6, -9, -3, 28*, 3, -1
Cc1cc(C)n2nc(SCc3nnc(SCc4ccccc4)s3)nc2n1
  11, 7, 10, 7, 10, 1, 8, -2, 2
O=C(COC(=O)c1ccc(S(=O)(=O)Nc2ccccc2)cc1)NCC1CCCO1 (stereo not drawn)
  4, -5, 13, 4, 1, 1, -4, -1, -3
Cc1ccc(NC(=O)C(=O)NCCN2CCN(C(=O)C(c3ccccc3)c3ccccc3)CC2)cc1
  11, 2, 4, 2, -7, 1, 6, 0, 3
Cc1nn(Cc2ccccc2Cl)c(C)c1C(=O)NC1=NCCS1
  2, -9, 2, 9, 5, -1, -1, 0, 8
CCOc1cc(/C=C2/NC(=O)N(CC(=O)Nc3cccc(C)c3)C2=O)ccc1OC
  -5, 3, -16, -11, 4, 0, -2, -3, -8
CCCCN(CC)C(=O)CSc1cc(=O)n(C)c2ccccc12
  -5, -10, 7, 10, 14, -1, 10, -5, -2
N#Cc1nc(-c2ccc(Cl)cc2)oc1NCC1CCCO1 (stereo not drawn)
  18, 8, -1, 1, -2, -1, 1, 4, 6
N/C(=N\OC(=O)c1ccc([N+](=O)[O-])cc1Cl)c1ccccn1
  12, 3, -7, 4, -13, 5, 2, 3, 3
Cc1ccc2nc(NC(=O)C3CCN(S(=O)(=O)c4cccc5nsnc45)CC3)sc2c1
  -2, -5, -9, 9, 8, -1, 5, -13, -15
CCC(=O)N1CCN(c2cc3c(cc2F)c(=O)c(C(=O)O)cn3CC)CC1
  2, -1, 1, 8, 1, -1, 4, -5, 0
NC(=O)COc1ccc(C23CC4CC(CC(C4)C2)C3)cc1
  3, -4, 9, -2, -4, 3, -6, -4, 2
COC(=O)c1cccnc1N1CCN(c2ccccc2F)CC1
  8, -7, -6, -3, 0, 1, 4, -1, -1
COc1ccc(-c2cc3ccccc3n2CC(O)Cn2nc(C)cc2C)cc1 (stereo not drawn)
  10, -15, 2, 2, 3, -5, -3, 2, -4
FC(F)(F)c1ccccc1NC(=S)Nc1cccc(Cl)c1
  6, 2, -2, -6, 22, 1, 10, -1, 9
O=C(Nc1ccncc1)c1cc(-c2cccc(Br)c2)nc2ccccc12
  -6, -17, -9, -2, -8, 0, 1, -30, -55
O=C(N=C1SC2CS(=O)(=O)CC2N1c1ccccc1F)C1CCCCC1 (stereo not drawn)
  -2, 2, 1, 6, -6, -2, -7, 4, -1
Cc1ccccc1N=C(N)Nc1ccccc1C
  4, x, 14, 2, -15, 2, x, 6, 2
COC(=O)[C@@H]1C[C@H]2CC[C@H](O)C[C@H]2N1Cc1ccc(Cl)cc1
  11, 1, 7, 4, 12, -4, 7, 0, 5
C/C(=N/NC(=O)c1ccc(Br)o1)C(C)C
  4, 6, -5, 4, 9, -2, 3, 2, 4
COc1cccc(OCc2nnc(SC)n2C)c1
  11, 5, 7, 1, 0, 4, -8, -3, 0
COc1ccccc1N1CCN(/N=C\C(Br)=C\c2ccccc2)CC1
  6, 1, 2, 1, -10, 6, -1, 0, 6
COc1ccc(CCN2C(=O)CC(NNC(=O)c3ccc(F)cc3)C2=O)cc1OC (stereo not drawn)
  0, -3, -4, 3, 2, -3, 6, 1, 2
CCOc1ccccc1NC(=O)CSC1=C(C#N)C(c2ccco2)C(C(=O)Nc2nc3ccccc3s2)=C(C)N1 (stereo not drawn)
  -9, 0, -23, -17, 8, -4, 17, -19, -31
CC(C)NC(=O)/C(=C/c1ccco1)c1ccccc1
  20, 10, 0, 4, 1, -2, 9, -1, 3
O=C(COc1ccc(Cl)cc1Cl)Nc1ccc(Cl)cn1
  1, -2, -1, 3, 18, -5, 10, 2, 6
Oc1c(Br)cccc1/C=N/Nc1c(F)c(F)c(F)c(F)c1F
  -6, -6, 5, 1, 0, -3, -8, -3, 6
Cc1ccc(S(=O)(=O)NC(=O)Nc2cc(C)no2)cc1
  -2, 4, -6, 8, 5, 1, -3, 2, 1
CC(=O)c1cccc(NC(=S)Nc2ccn(Cc3cccc4ccccc34)n2)c1
  31, -31, -17, -14, 4, -2, 6, -17, -32
Clc1ccc(OCc2nc(-c3ccccn3)n[nH]2)cc1
  18, 20, 6, 15, -8, -5, -3, -1, 3

One compound at a time, as listed above. Screens in order: PREPL inh | GSTO1 inh | PAFAH2 FP inh | PAFAH1B3 inh | ZTA DNA inh | PAD4 FP inh | EBNA-1 inh | LYPLA1 inh | LYPLA2 inh
`CCOc1ccccc1NC(=O)CSC1=C(C#N)C(c2ccco2)C(C(=O)Nc2nc3ccccc3s2)=C(C)N1` (stereo not drawn) is listed with -9 | 0 | -23 | -17 | 8 | -4 | 17 | -19 | -31
`COc1ccc(CCN2C(=O)CC(NNC(=O)c3ccc(F)cc3)C2=O)cc1OC` (stereo not drawn) is listed with 0 | -3 | -4 | 3 | 2 | -3 | 6 | 1 | 2
`O=C(COc1ccc(Cl)cc1Cl)Nc1ccc(Cl)cn1` is listed with 1 | -2 | -1 | 3 | 18 | -5 | 10 | 2 | 6
`COc1cccc(OCc2nnc(SC)n2C)c1` is listed with 11 | 5 | 7 | 1 | 0 | 4 | -8 | -3 | 0
`CC(C)NC(=O)/C(=C/c1ccco1)c1ccccc1` is listed with 20 | 10 | 0 | 4 | 1 | -2 | 9 | -1 | 3

Following part
The line under a structure holds: PREPL inh, GSTO1 inh, PAFAH2 FP inh, PAFAH1B3 inh, ZTA DNA inh, PAD4 FP inh, EBNA-1 inh, LYPLA1 inh, LYPLA2 inh
Cc1cccc(NC(=S)N/N=C/c2ccc([N+](=O)[O-])s2)c1
  27, 0, 0, 22, 16, -6, 9, -3, 3
CCN(CC(=O)Nc1ccc(OC)cc1)C(=O)CN1C(=O)NC(C)(c2ccc3ccccc3c2)C1=O (stereo not drawn)
  16, 0, 0, -1, 5, 2, 9, 5, 3
Cc1ccc(CCN2C(=O)c3ccccc3C2C(=O)NCc2cccnc2)cc1 (stereo not drawn)
  -19, 2, -5, 4, -12, -4, 0, 1, 6
CCCCC/C=N/NC(=O)c1[nH]c2ccc([N+](=O)[O-])cc2c1C
  9, 0, 1, -3, 0, -2, 13, 15*, 0
Cc1cccc(N2C(=O)C(Cl)=C(N3CCOCC3)C2=O)c1
  2, 10, -5, 11, -3, -3, -8, -2, -3
Cc1n[nH]c(C)c1S(=O)(=O)N1CCCCCC1
  4, -1, 7, 11, 1, -1, 10, 2, 1
O=[N+]([O-])/C=C/c1cc2ccccc2[nH]1
  12, 10, -1, 9, -1, -13, -9, 4, -5
CC(C)NC[C@H](O)COc1cccc2ccccc12
  -5, 1, 8, 4, -3, -7, -4, 1, 2
O=C(O)CC1(c2ccc(F)cc2)C2CC3CC(C2)CC1C3 (stereo not drawn)
  13, -2, 9, 11, -10, -1, -11, -6, 3
Cc1scc(C(=O)N/N=C/c2ccc(OCC(C)C)cc2)c1C
  0, 3, -1, -3, 10, 2, 0, -1, -4
O=C(COC(=O)/C=C/c1ccco1)NCc1ccccc1
  -2, -3, 18, -2, 10, 2, 13, 1, 1
COc1cccc(NC(=O)CN2C(=O)CSc3ccc(S(=O)(=O)N4CCOCC4)cc32)c1
  7, 3, 4, 2, -9, -1, 3, 0, 49*
O=C(CCCN1C(=O)/C(=C/c2cccs2)SC1=S)Nc1ccc(C(=O)O)cc1
  17, 8, x, x, 11, -3, 4, 1, 3
Cc1cc(NC(=O)CCC(=O)N(Cc2ccco2)C2(C(=O)NC3CCCCC3)CCN(C)CC2)no1
  8, 3, 0, 9, 0, 5, 4, 0, 5
CCCCN1C(=O)C(=O)NC[C@@H]1CCCCN
  -6, 9, 3, 6, 9, -1, -7, -3, 5
COc1ccccc1N1CCN(C(=O)CSc2nnc3c4ccccc4nc(Cc4ccccc4)n23)CC1
  0, 1, x, x, 3, 0, -5, -5, -7
COc1cccc(CN(C)C(=O)c2cc(S(=O)(=O)N3CCCCCC3)ccc2OC)c1
  11, x, -4, -6, 6, -4, x, -3, -1
CC1CN(C(=O)N(C)C)CCN1C(=O)N(C)C (stereo not drawn)
  -3, -4, -4, 1, 10, 5, 6, 0, -1
OCC1(Cc2ccccc2)CCN(Cc2cccc(F)c2F)CC1
  2, -6, 3, 6, 4, 0, -6, -5, -7
Cc1ccc(OCC(=O)N2CCc3ccccc32)cc1
  7, -2, -16, 14, -9, 1, -3, 2, 1
Cn1c(SCC(=O)NC2CC2)nnc1C(F)(F)F
  6, 3, 5, 14, -1, 2, 11, 4, 2
CCCC(=O)Nc1nnc(COC)s1
  2, 0, -2, -3, 2, 3, 8, 3, 9
CCOP(=O)(OCC)C(Nc1ccccc1)c1cccnc1 (stereo not drawn)
  12, 1, 6, 7, -12, -6, -8, -1, -4
CC(=O)Nc1ccc(S(=O)(=O)NCCSc2ccccn2)cc1
  -4, 1, 3, 3, -21, 4, -4, -2, 2
CCC1(c2ccccc2)NC(=O)N(CC(=O)NCc2ccncc2)C1=O (stereo not drawn)
  -5, -6, 5, 8, 12, 2, 5, -2, -3
O=C(NCCc1nc2ccccc2[nH]1)c1cc([N+](=O)[O-])cc([N+](=O)[O-])c1
  1, 7, 4, 8, -4, 2, -2, -2, 2
COc1ccc(C2=Nc3cc(C)ccc3OC2)cc1
  0, 12, -4, 4, -4, -2, -4, 0, 0
O=C(NCc1ccccc1)C(=O)NCC1CCCN1S(=O)(=O)c1cccs1 (stereo not drawn)
  1, 2, 8, 3, -8, -6, 2, -2, 7
O=C(Nc1nc2n(n1)C(c1ccc(Cl)cc1)CC(c1ccc(Cl)cc1)N2)c1ccco1 (stereo not drawn)
  39, -8, x, x, 6, -2, -1, 0, 3
O=C(CNC(=O)c1ccc2ccccc2c1)NC1CCCCC1
  36, x, 6, 5, x, -1, x, x, x
COc1ccc(C(=O)NN2CCCCC2)cc1OC
  1, 3, 5, -5, 8, 1, 1, -1, -5
Cc1cccc(N(Cc2ccccc2)C(=O)c2ccccc2F)c1
  0, 2, -17, -3, -5, -3, -1, -4, -8
CCN1C(Nc2ccccc2)=NC[C@@H]1C
  0, 5, -1, 9, 23, 1, 3, -3, -3
O=[N+]([O-])c1cccc(/C=N/Nc2cc(Cl)nc(-c3ccccc3)n2)c1
  -11, -13, -31, -2, 0, 2, 4, -8, -9
Cc1ccc(C(=O)OCc2cc(=O)n3ccsc3n2)s1
  5, x, -7, 10, x, 5, x, x, x
CCCCN(C(=O)CSc1nc2ccccc2s1)c1c(N)n(CCCC)c(=O)[nH]c1=O
  1, x, -1, 8, x, 7, x, x, x

Three entries from above, set out differently:
molecule,PREPL inh,GSTO1 inh,PAFAH2 FP inh,PAFAH1B3 inh,ZTA DNA inh,PAD4 FP inh,EBNA-1 inh,LYPLA1 inh,LYPLA2 inh
FC(F)(F)c1ccccc1NC(=S)Nc1cccc(Cl)c1,6,2,-2,-6,22,1,10,-1,9
O=C(Nc1ccncc1)c1cc(-c2cccc(Br)c2)nc2ccccc12,-6,-17,-9,-2,-8,0,1,-30,-55
O=C(N=C1SC2CS(=O)(=O)CC2N1c1ccccc1F)C1CCCCC1 (stereo not drawn),-2,2,1,6,-6,-2,-7,4,-1

In the list so far, these contain a cyano group.
The line under a structure holds: PREPL inh, GSTO1 inh, PAFAH2 FP inh, PAFAH1B3 inh, ZTA DNA inh, PAD4 FP inh, EBNA-1 inh, LYPLA1 inh, LYPLA2 inh
N#Cc1nc(-c2ccc(Cl)cc2)oc1NCC1CCCO1 (stereo not drawn)
  18, 8, -1, 1, -2, -1, 1, 4, 6
CCOc1ccccc1NC(=O)CSC1=C(C#N)C(c2ccco2)C(C(=O)Nc2nc3ccccc3s2)=C(C)N1 (stereo not drawn)
  -9, 0, -23, -17, 8, -4, 17, -19, -31
